S3 lipid droplet: qHTS Assay for Lipid Storage Modulators in Drosophila S3 Cells; Drosophila S3 cells, BODIPY lipid droplet fluorescence, 18-24 h; cells fed with added oleic acid; Potency in µM for hits, for the others lipid storage change, negative = inhibition, % at the top dose, mostly 46.1 µM; 320,000 compounds, 0.64% hits; active means well fitted inhibition curve with a large enough effect in the signal ratio, with a control signal flat, not every such curve was filed as active; inconclusive means small, poorly fitted or top-dose-only effect, or effect the other way, or a change in a side signal; the % refers to the signal ratio
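Laser-scanning cytometry quantifies lipid droplet accumulation (500–530 nm total intensity; droplet/cell object ratio) in oleic acid-fed (400 uM added) Drosophila S3 cells treated with a concentration series. 20 uM Triacsin C defined 100% inhibition.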
S3 lipid droplet cell count max: also measured in S3 lipid droplet; calls as there; cell number change, %; measured here: cell count max response;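 cells counted by Cell Tracker Red CMTPX staining in the red channel; peak over a dose series mostly up to 46.1 µM; percent activity relative to internal control wells on each plate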
Numbers without * were called inactive; i = inactive; ? = inconclusive; . = not tested or not shown; [ ] = dose if it differs, or a comment. On the % scale 0 is the no-effect control and ±100 the full control effect; potency means the concentration at half of the fitted maximal effect. An excerpt; the hit share may differ from the screen's.

Results follow in this order: S3 lipid droplet | S3 lipid droplet cell count max
COc1ccc2c(c1)C1(Nc3ccccc3-c3nc4ccccc4n31)C(=O)N2 (stereo not given)
 : i | -16
O=C(CCNS(=O)(=O)c1cccs1)NCc1cccs1
 : -2% | 16
Cc1cccc(C(=O)NNC(=O)C2CC2)c1
 : ? | .
Cc1cccc2cc(-c3nc4ccc(C(=O)O)cc4[nH]3)c(=O)oc12
 : ? | .
COc1ccc(/C=N\Nc2ccc([N+](=O)[O-])cc2[N+](=O)[O-])c(C(=O)O)c1OC
 : -17% | -3
Cc1ccc(NC(=S)N(N)CCO)cc1
 : ? | .
COc1ccc(N(C(=O)c2ccco2)C(C(=O)NC2CCCC2)c2ccco2)cc1OC (stereo not given)
 : ? | .
O=C(N[C@@H](Cc1ccccc1)C(=O)NCCc1c[nH]c2ccccc12)c1ccco1
 : ? | .
CC(NC(=O)c1cc2ccccc2o1)c1ccccc1 (stereo not given)
 : 10% | 7
O=C(CN1c2ccccc2S(=O)(=O)c2ccccc21)NCc1ccccc1
 : ? | .
O=c1[nH]c(/C=C\c2cccc(O)c2)nc(O)c1[N+](=O)[O-]
 : 16% | 10
COc1cc(NC(=O)c2ccc3snnc3c2)cc(OC)c1
 : ? | .
O=C(O)CC(NC(=O)c1ccco1)c1ccco1 (stereo not given)
 : i | 3
O=C(NNc1nc2cc3c(cc2s1)OCO3)c1cccc(F)c1
 : 7% | -1
Cc1cc(NC(=O)COc2ccc(C)c(C)c2)no1
 : i | -21
NC(=O)c1nn2c(C(F)(F)F)cc(-c3ccccc3)nc2c1Br
 : ? | .
Cc1cc(NC(=O)C2CC2)n(-c2nc3ccccc3s2)n1
 : ? | .
COc1ccc(CCN=C(N)NS(=O)(=O)c2cc(F)ccc2F)cc1
 : ? | .
COc1ccc(C)cc1NC(=O)c1cc(S(=O)(=O)N2CCCC2)cn1C
 : ? | .
CC1CCCCN1C(=O)CSc1nnc2c(n1)[nH]c1ccc(F)cc12 (stereo not given)
 : i | 9
Cc1nn(CC(C)C(=O)N2CCN(S(=O)(=O)c3ccc(Cl)cc3)CC2)c(C)c1C (stereo not given)
 : i | -8
Cc1ccc(-n2nnnc2SCC(=O)N2c3ccccc3NC(=O)C2(C)C)cc1
 : ? | .
Cc1nc2sc3c(c2c(=N)n1N)CC(C)(C)OC3
 : -7% | -12
CCn1c(SC/C=C/c2ccccc2)nnc1-c1cnccn1
 : ? | .
COC(=O)C1=NN(c2ccccc2)C2C(=O)N(c3ccccc3OC)C(=O)C12 (stereo not given)
 : ? | .
Cc1ccc(OCC(=O)N2CCN(S(=O)(=O)c3ccc(Cl)s3)CC2)cc1C
 : ? | .
CCOc1ccc(/C=N/n2c(COc3ccccc3)n[nH]c2=S)cc1OC
 : ? | .
CCN1CCN(c2nc(Nc3cccc(F)c3)nc(N)c2[N+](=O)[O-])CC1
 : 7% | 24
Cc1noc(C)c1S(=O)(=O)NCC(=O)O
 : ? | .
COc1ccc(C(=O)N2c3ccccc3C=CC2C#N)cc1 (stereo not given)
 : 11% | -15

Reprinted from the part before: 5 compounds, followed by the next part.
Results follow in this order: S3 lipid droplet | S3 lipid droplet cell count max
Cc1ccc(OCC(=O)N2CCN(S(=O)(=O)c3ccc(Cl)s3)CC2)cc1C
 : ? | .
CCOc1ccc(/C=N/n2c(COc3ccccc3)n[nH]c2=S)cc1OC
 : ? | .
CCN1CCN(c2nc(Nc3cccc(F)c3)nc(N)c2[N+](=O)[O-])CC1
 : 7% | 24
Cc1noc(C)c1S(=O)(=O)NCC(=O)O
 : ? | .
COc1ccc(C(=O)N2c3ccccc3C=CC2C#N)cc1 (stereo not given)
 : 11% | -15
O=C(CN1C(=O)NC(c2ccccc2)(c2ccccc2)C1=O)NCC(=O)Nc1ccc(F)cc1
 : ? | .
CCC1CCCCN1CC(=O)c1c(C)[nH]c2ccc(OC)cc12 (stereo not given)
 : -9% | -22
Cc1ccc(Cl)cc1NC(=O)c1cccc(OC(F)F)c1
 : i | -30
COCCn1nnnc1C(c1ccccc1OC)N1CCN(c2ccccc2)CC1 (stereo not given)
 : 19% | 9
Cc1cc(Oc2ccc(=O)n(C)n2)nc(SCC(N)=O)n1
 : ? | .
CCCN1Cc2cccc(C(=O)N3CCN(c4cc(Cl)ccc4C)CC3)c2C1=O
 : ? | .
Cc1ccc(Cl)c(OCC(=O)N2CCc3ccccc3C2)c1
 : -23% | -5
O=C(O)c1ccc(/C=N/Nc2cccc(C(F)(F)F)c2)cc1
 : ? | .
O=C(NC(=S)Nc1ccc(CN2CCCCC2)cc1)c1ccco1
 : ? | .
CCC(=O)Nc1sc2c(c1C(N)=O)CCN(C(C)=O)C2
 : 1% | 2
Cc1ccc(-c2csc3ncnc(SCc4ccc(C(=O)O)cc4)c23)cc1
 : -5% | -12
COc1ccc(-c2cc(C(F)F)n3ncc(C(=O)Nc4cc(C)on4)c3n2)cc1
 : ? | .
O=C(c1cc(-c2ccccn2)nc2ccccc12)N1CCN(c2ncccn2)CC1
 : i | .
NC(=O)c1ccsc1NC(=O)Cc1ccc([N+](=O)[O-])cc1
 : 5% | .
Cc1ccccc1N/N=C/c1c(C)nc2ccccn12
 : ? | .
N#CCSc1nc2c(cc1C#N)CCCC2
 : ? | .
O=C(NCc1ccco1)c1ccc(Cl)c(S(=O)(=O)Nc2ccccc2)c1
 : ? | .
O=C(c1ccc(F)cc1Cl)N1CCN(S(=O)(=O)c2cccs2)CC1
 : 4% | 12
Cn1nc(NC(=O)C2CCC2C(=O)O)c2c(F)cccc21 (stereo not given)
 : -23% | 3
O=C(COc1ccc(Cl)cc1Cl)NCc1ccncc1
 : ? | .
CCCCCOC(=O)NC1CCS(=O)(=O)C1 (stereo not given)
 : 4% | 14
Clc1ccc(-c2c[n+](Cc3ccc(Br)cc3)c3n2CCCCC3)cc1
 : ? | .
Cc1ccccc1C(=O)Nc1ccc(O)cc1C(=O)O
 : -9% | -20
O=C(CSc1nncn1-c1ccccc1)Nc1cc(F)ccc1F
 : ? | .
Cc1cc(C(=O)Cn2nc(C(=O)O)c3ccccc3c2=O)c(C)n1CCc1ccc(F)cc1
 : 0% | 1
COc1cc(/C=C/c2ccc3cccc(O)c3n2)cc(OC)c1OC
 : ? | .
Cc1cc(Nc2ccccc2Cl)nc(-c2ccccc2O)n1
 : 19% | 2
CC(CCc1ccccc1)NC(=O)Cc1ccc(Br)cc1 (stereo not given)
 : ? | .
COc1ccc2[nH]cc(C(=O)CN3CCCCC3C)c2c1 (stereo not given)
 : 7% | 8
Cc1ccc(OCCCC(=O)Nc2nncs2)cc1
 : 0% | 17
CCN(Cc1ccccc1)c1ccc(/C=N/NS(=O)(=O)c2cccc([N+](=O)[O-])c2)cc1
 : ? | .
CSCCC(NC(=O)OCc1ccccc1)C(=O)NCc1cccnc1 (stereo not given)
 : i | -6
Oc1ccccc1-c1cc(-c2cccc(F)c2)n[nH]1
 : ? | .
COc1ccc(-c2c(C)oc3cc(O)cc(O)c3c2=O)cc1OC
 : -10% | -21
Cc1nnc(SC(C)C(=O)NC2CCCCC2C)n1N (stereo not given)
 : ? | .
COC(=O)c1sccc1NC(=O)Nc1cccc(C)c1
 : ? | .
Cc1cc2cc(CNC(=S)Nc3ccc(OC(F)(F)F)cc3)ccc2n1C
 : 9% | -16
COc1ccc(NS(=O)(=O)c2ccc3c(c2)CCCN3C(C)=O)cc1
 : ? | .
Cc1cc(C(=O)Nc2ccccc2Cl)n(-c2ccccc2)n1
 : ? | .
Cc1ccc(Nc2nc(N)nc(CN3CCCCCC3)n2)cc1
 : ? | .
COc1cc(CNCc2ccncc2)cc(Br)c1OCc1ccccc1F
 : ? | .
CCCCN(C)C(=O)CNC(=O)c1nn(-c2ccc(OC)cc2OC)c(=O)c2ccccc12
 : ? | .
O=C(Cn1cnc2c(cnn2-c2ccc(F)cc2)c1=O)NCC1CCCO1 (stereo not given)
 : -16% | 5
Cc1ccc(Sc2ncccc2C(=O)NCc2cc([N+](=O)[O-])ccc2O)cc1C
 : i | -18
Cc1ccccc1OCc1nc(-c2ccc(-n3cccc3)cc2)no1
 : -1%[9.22 µM] | 4
CCOC(=O)c1ccc(NC(=O)C2CCN(S(=O)(=O)c3c(C)nn(C)c3C)CC2)cc1
 : -3% | -3
CC(C)n1c(CCC(=O)O)ccc1-c1ccccc1
 : 7% | 16
O=C1CCCN1CC(O)CS(=O)(=O)Cc1ccccc1 (stereo not given)
 : ? | .
COc1cccc(N2C(=O)C3NN=C(C(=O)CN4C(=O)c5ccccc5C4=O)C3C2=O)c1 (stereo not given)
 : 6% | 9
CCCCOc1cccc(-c2nnc(N)s2)c1
 : ? | .

One compound at a time, as listed above. Order of values: S3 lipid droplet | S3 lipid droplet cell count max
COc1ccc(C)cc1NC(=O)c1cc(S(=O)(=O)N2CCCC2)cn1C is entered as ? | .
O=C(c1ccc(F)cc1Cl)N1CCN(S(=O)(=O)c2cccs2)CC1 is entered as 4% | 12

More results.
Results follow in this order: S3 lipid droplet | S3 lipid droplet cell count max
COCCN1C=C2C(=O)C(C)(OC(=O)c3cccs3)C(=O)C=C2C=C1CCCC(=O)OC (stereo not given)
 : 2% | 4
CC(C)CCNC(=O)C(c1ccco1)N(Cc1ccc(F)cc1)C(=O)c1snc(C(N)=O)c1N (stereo not given)
 : ? | .
Cc1ccc(-n2nnc(-c3cnc4ccccc4c3)n2)cc1
 : ? | .
Cc1nn(C)cc1S(=O)(=O)N1CCN(Cc2ccc(F)cc2Cl)CC1
 : 1% | 4
CC(=O)Nc1ccc(OCC(O)CN2C(C)(C)CC(O)CC2(C)C)cc1 (stereo not given)
 : -1% | 12
COc1ccc(CNC(=O)CCNS(=O)(=O)c2ccc(Br)s2)cc1
 : ? | .
Cc1ccc(C(=O)NC(=S)Nc2cccc(-c3nc4ccccc4s3)c2)cc1
 : 8% | -6
CCOc1ccc(N2C(=O)C3Sc4[nH]c(=O)sc4C(/C=C/c4ccccc4)C3C2=O)cc1 (stereo not given)
 : 6% | 1
CCC[n+]1c(C)sc2c(OC)ccc(OC)c21
 : ? | .
COc1cc(C(=O)N/N=C(\C)c2ccc3c(c2)OCO3)cc(OC)c1OC
 : ? | .

Sorted by value in S3 lipid droplet (highest first): three from the list above
Results follow in this order: S3 lipid droplet | S3 lipid droplet cell count max
COCCn1nnnc1C(c1ccccc1OC)N1CCN(c2ccccc2)CC1 (stereo not given)
 : 19% | 9
O=C(NNc1nc2cc3c(cc2s1)OCO3)c1cccc(F)c1
 : 7% | -1
CCCCCOC(=O)NC1CCS(=O)(=O)C1 (stereo not given)
 : 4% | 14

In the list so far, two contain a cyano group.
Results follow in this order: S3 lipid droplet | S3 lipid droplet cell count max
COc1ccc(C(=O)N2c3ccccc3C=CC2C#N)cc1 (stereo not given)
 : 11% | -15
N#CCSc1nc2c(cc1C#N)CCCC2
 : ? | .

Next results follow.
Results follow in this order: S3 lipid droplet | S3 lipid droplet cell count max
C/C(=N\Nc1nc2ccccc2[nH]1)c1ccc([N+](=O)[O-])cc1
 : -15% | 2
O=C(CCN1C(=O)C2CC=CCC2C1=O)Nc1ccc(S(=O)(=O)N2CCCCC2)cc1 (stereo not given)
 : ? | .
COc1ccc(NC(=O)c2ccc(-c3csc(C)n3)cc2)cc1
 : i | -12
COc1ccc(CN(Cc2nc3ccccc3c(=O)[nH]2)C(=O)C(C)(C)C)cc1
 : ? | .
COc1ccc(CC(=O)Nc2ccc(S(=O)(=O)Nc3nccc(C)n3)cc2)cc1
 : ? | .
COc1ccc(C(=O)N2CCc3cc(OC)c(OC)cc3C2)cc1OC
 : 3% | -24
CCOc1ccc(CN(C)C(=O)CCNC(=O)c2ccco2)cc1
 : ? | .
Cc1[nH]c2ccccc2c1C(=O)C(C)OC(=O)c1ccc(NC(=O)CC#N)cc1 (stereo not given)
 : ? | .
Fc1ccccc1CSc1ncnc2c1oc1ccccc12
 : 23% | 0
CC(=O)c1c(COC(=O)c2cccc(C)c2)nc2ccccc2[n+]1[O-]
 : 0% | 4
O=C(NCCCN1CCCC1=O)c1cc(=O)c2ccccc2o1
 : ? | .
O=C(CN1C(=O)S/C(=C\c2ccccc2)C1=O)Nc1cc([N+](=O)[O-])ccc1O
 : ? | .
Cc1c(-c2ccccc2)nc2ccccc2c1C(=O)Nc1ccncc1
 : ? | .
Cc1cc(-c2nc(C)c(C(=O)NNC(=O)NC(C)C)s2)no1
 : 2% | 6
O=C(COC(=O)CCc1nc2ccccc2n1-c1ccccc1)Nc1ccc(N2CCCCC2)cc1
 : -23% | -7
COc1ccc(-c2cc(C(=O)Nc3cccc(C(C)=O)c3)no2)cc1
 : ? | .
O=C(COC(=O)c1ccc(S(=O)(=O)N2CCCC2)cc1)Nc1cccc(Cl)c1
 : ? | .
CCc1cc(-c2n[nH]c(C)c2Oc2ccc(C(C)C)cc2)c(O)cc1O
 : ? | .
CCCS(=O)(=O)N1CCCC(C(=O)N2CCN(c3ccccn3)CC2)C1 (stereo not given)
 : -8% | 4
COc1ccccc1C(=O)Nc1ccc(S(=O)(=O)N2CCCCC2)cc1
 : ? | .
CCOc1ccccc1C(=O)Nc1nn[nH]n1
 : -23% | -1
CCOC(=O)CN(C(=O)COc1nc(-c2ccccc2)cc(C)c1C#N)c1ccccc1C
 : 10% | 2
O=C1CN(C(=O)/C=C/c2ccccc2)CCN1
 : 5% | 8
NS(=O)(=O)c1ccc(CNC(=O)c2ccc(NS(=O)(=O)c3ccc4[nH]c(=O)[nH]c4c3)cc2)cc1
 : ? | .
C/C(=C\C(=O)c1ccc(C)cc1)Nc1cccc(O)c1
 : ? | .
COCCCNC(=O)c1cc2c(=O)n3cccc(C)c3nc2s1
 : 23% | 23
C/C(=N\NC(=O)OC(C)(C)C)c1ccc[nH]1
 : ? | .
Cc1c(C(=O)O)c(C(=O)O)c2n1CCS2
 : -8% | 18
O=S(=O)(c1ccc(Br)c2ccccc12)N1CCCC1
 : 22% | 4
